Runt-SMMHC FRET – blocks binding of human RUNX1 Runt domain to CBFb-SMMHC | inhibition, % at 20 µM | AID 1434 | Q01196+Q13951 | Cerulean-Runt/Venus-CBFb-SMMHC FRET ratio 530/480, 1 h | 220,000 compounds, 0.74% hits;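 active = mean inhibition across duplicate retests at 20 µM reaching about 50%, limit read from the data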;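 note: 0% = DMSO wells and 100% = wells with excess untagged CBFb-SMMHC; inhibitors lower the FRET ratio by blocking Runt binding to CBFb-SMMHC; some results filed as inactive read as strong as hits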
thrombin 1536 – thrombin (human) inhibition. 220,000 compounds, 0.26% hits. alpha-thrombin, Boc-VPR-AMC fluorogenic substrate cleavage. P00734. inhibition, % at 5 µM;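 active = inhibition at or above 40%; inactive = inhibition below 40%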;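 note: 0% = enzyme with no compound and 100% = wells without enzyme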
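System – human alpha-thrombin protein · Reagent – Boc-VPR-AMC substrate, 15 µM final · Compound – 5 µM single dose in 0.2% DMSO · Schedule – reaction at room temperature · Technique – AMC fluorescence at 355 nm excitation and 460 nm emission · Read-out basis – % inhibition relative to enzyme controls and enzyme-free blanks · Control set – no-compound enzyme wells and no-enzyme blanks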
FXIa inh 1536 – inhibitors of human coagulation factor XIa | P03951 | purified FXIa, Boc-Glu-Ala-Arg-AMC fluorogenic substrate | inhibition, % at 5 µM | 220,000 compounds, 0.14% hits;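 active = inhibition of at least 40%; inactive = inhibition below 40%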;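 note: fluorescence of freed AMC excited at 355 nm; 0% = enzyme without compound and 100% = no enzyme blank; many of its hits are not listed in these tables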
Target sequence (P03951 19-387 limits assumed): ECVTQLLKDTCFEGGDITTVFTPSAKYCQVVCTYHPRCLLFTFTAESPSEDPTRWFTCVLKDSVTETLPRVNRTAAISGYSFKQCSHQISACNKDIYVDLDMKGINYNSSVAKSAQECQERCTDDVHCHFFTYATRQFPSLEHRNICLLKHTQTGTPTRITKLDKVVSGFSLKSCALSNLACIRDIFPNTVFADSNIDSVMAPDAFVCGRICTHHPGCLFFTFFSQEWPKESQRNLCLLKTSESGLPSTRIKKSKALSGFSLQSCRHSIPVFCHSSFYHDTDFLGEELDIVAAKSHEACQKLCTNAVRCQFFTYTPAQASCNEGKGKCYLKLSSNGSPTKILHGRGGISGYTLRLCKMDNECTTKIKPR
Target sequence (P03951 388-625 limits assumed): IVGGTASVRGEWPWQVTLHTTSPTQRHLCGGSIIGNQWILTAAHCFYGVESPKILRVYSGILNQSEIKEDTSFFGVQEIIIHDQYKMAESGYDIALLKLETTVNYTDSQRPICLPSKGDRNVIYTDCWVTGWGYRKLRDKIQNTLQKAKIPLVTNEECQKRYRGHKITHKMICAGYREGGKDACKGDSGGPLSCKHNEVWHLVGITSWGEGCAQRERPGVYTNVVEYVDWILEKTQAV
Hck-Nef inh – blocks Nef-activated human Hck kinase; Recombinant Hck-YEEI plus Nef, Z-Lyte FRET kinase assay; inhibition, % at 20 µM; 220,000 compounds, 0.68% hits;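 active = Hck-Nef kinase inhibition above about 50%, limit read from the data; inactive = inhibition below that limit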;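 note: 0% = DMSO with Hck plus Nef and 100% = Hck alone without Nef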
14-3-3 Bad inh – disrupts binding of bovine 14-3-3 zeta to phospho-Bad peptide; P63103; AID 781; TR-FRET 14-3-3zeta/Dy647-pBad peptide displacement, 1 h; inhibition, % at 21.7 µM; 220,000 compounds, 0.71% hits;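 active = inhibition above about 70%, limit read from the data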;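 note: 0% = full 14-3-3 plus peptide FRET controls and 100% = background without 14-3-3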
Runt-CBFb FRET – blocks binding of human RUNX1 Runt domain to CBFb; 220,000 compounds, 0.46% hits; AID 1496; Q01196+Q13951; inhibition, % at 20 µM; Cerulean-Runt/Venus-CBFb FRET ratio 530/480, 1 h;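 active = inhibition over about 50% at 20 µM in the single-dose screen, limit read from the data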;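 note: 0% = DMSO wells and 100% = excess unlabeled CBFb competitor control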
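test system = Cerulean-Runt domain fusion protein, energy donor | probe or stimulus = Venus-CBFb binding partner, 100 nM | incubation = two 1 h room-temperature incubations shielded from light | detection = fluorescence energy transfer, 422 nm excitation, 530/480 nm emission | measure = loss of energy transfer signal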
KLK5 inh – kallikrein 5 (human) inhibition; recombinant hK5, fluorogenic AMC substrate cleavage; AID 873; inhibition, % at 5 µM; 210,000 compounds, 0.59% hits;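 active = inhibition of 40% or more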;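 note: 0% = enzyme controls without compound and 100% = no-enzyme blanks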
Target sequence (Q9Y337 67-293 limits assumed): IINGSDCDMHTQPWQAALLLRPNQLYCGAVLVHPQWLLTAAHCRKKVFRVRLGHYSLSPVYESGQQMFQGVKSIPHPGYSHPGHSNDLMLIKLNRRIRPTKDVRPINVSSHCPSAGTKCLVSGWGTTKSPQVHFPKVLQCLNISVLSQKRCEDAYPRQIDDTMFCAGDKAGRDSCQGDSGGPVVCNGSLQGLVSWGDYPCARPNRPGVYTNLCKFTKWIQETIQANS
Wee1 degr inh – blocks degradation of human Wee1 kinase | AID 1321 | P30291 | HeLa Luc-Wee1K328M stability, luciferase luminescence; 100% = proteasome inhibitor MG132 effect | 220,000 compounds, 1.2% hits | reporter increase, % at 5 µM;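 active = activation above the mean of all tested compounds plus 3 SD, set per screening run, cut at about 8.8% in these data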;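 note: cells exposed to compound for 20 h before luminescence read; 0% = DMSO alone and 100% = MG132 at 30 µM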
FXIIa inh – blocks human coagulation factor XIIa protease activity | P00748 | purified FXIIa, Boc-QGR-AMC fluorogenic substrate, 2 h | inhibition, % at 5 µM | 220,000 compounds, 0.3% hits; in the data active = inhibition above about 40%;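 note: 0% = enzyme with no compound and 100% = blank without enzyme; many of its hits are not listed in these tables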
* hit, by the source's call; x = not tested or not shown; [ ] = remark or other dose.

Runt-SMMHC FRET | thrombin 1536 | smiles | FXIa inh 1536 | Hck-Nef inh | 14-3-3 Bad inh | Runt-CBFb FRET | KLK5 inh | Wee1 degr inh | FXIIa inh
-2 | 2 | Cc1sc2nc(CSc3ncn[nH]3)[nH]c(=O)c2c1C | -4 | 5 | -1 | -2 | -22 | -2 | 1
30 | -2 | CC(C)OCCCNc1ncnc2c1[nH]c1ccc(F)cc12 | -1 | 4 | -11 | 0 | -5 | 1 | 9
-2 | -3 | O=C(CC1SC(=NCc2ccccc2)NC1=O)Nc1ccccc1 (stereo not drawn) | 3 | 3 | 8[fluorescence artefact?] | -1 | -5 | 0 | 11
1 | -3 | CN(C)S(=O)(=O)n1ccnc1 | -11 | -2 | -11 | 0 | -30 | 5 | 6
-3 | -2 | O=C(O)c1ccc(/C=N/Nc2ccc(S(=O)(=O)N3CCCC3)cc2[N+](=O)[O-])cc1 | 2 | 3 | -3 | -3 | 2 | 3 | 7
1 | -2 | O=C(CCc1ccccc1)Nc1cc(C(F)(F)F)ccc1Cl | -1 | 3 | 0 | -2 | -7 | 0 | 9
-7 | -3 | CCOC(=O)N1CCC(NC(=O)c2ccc(CS(=O)(=O)c3ccccc3C)o2)CC1 | 18 | 1 | 8 | 2 | -35 | -1 | 27
-1 | -16 | CCOC(=O)c1cnc(-c2ccccc2)nc1N1CCOCC1 | -4 | 14 | -6 | 0 | -7 | 1 | -5
-73 | 7 | CCOc1ccccc1NC(=O)CCN1CCN(S(=O)(=O)c2ccc(OC)cc2)CC1 | 1 | 0 | 6 | -2 | 1 | 0 | 17
4 | -8 | COc1ccccc1N(CC(=O)NCc1ccc(F)cc1)C(=O)CCC(=O)Nc1ccccn1 | -1 | 22 | -3 | -1 | 2 | 1 | 9
-4 | 0 | Cc1cccc(COCC(Cc2ccccc2)N2CCN(C(=O)c3cc(Cl)cc(Cl)c3)CCC2=O)c1 (stereo not drawn) | 0 | 2 | 12 | -7 | -8 | -2 | 8
1 | -2 | Cc1cccc(NC(=S)N(C)C2CCCCC2)c1 | -3 | 3 | -3 | 2 | 4 | -2 | 8
0 | -1 | CC1CCN(C(=O)COC(=O)c2ccccc2NC(=O)c2ccco2)CC1 | 2 | 12 | -4 | -2 | x | -1 | 11
-4 | 4 | CCOC(=O)Cn1nnnc1C(CC)N(Cc1cc2ccc(C)cc2[nH]c1=O)C1CCCC1 (stereo not drawn) | 5 | 1 | -9 | 8 | -6 | 0 | 14
3 | -1 | COC(=O)C(Cc1cnc(Cl)s1)(C(=O)OC)c1ccc(C(F)(F)F)cc1[N+](=O)[O-] | 3 | 0 | 11 | -1 | 16 | 1 | 13
0 | 0 | COc1ccc(OC)c(-c2nnc(-c3ccc(C)o3)o2)c1 | 3 | 1 | 1 | -3 | 1 | 6 | 6
-2 | 0 | CC1CC(C)CN(c2nc(NCc3ccco3)nc(N)c2[N+](=O)[O-])C1 (stereo not drawn) | 9 | 3 | -2[fluorescence artefact?] | 4 | -19 | 11* | 9
1 | -4 | Cn1cc(CC(=O)NCCCN2CCOCC2)c2ccccc21 | -1 | 5 | 2 | -3 | -3 | 2 | 8
1 | -3 | Cc1nc(C)c(C(=O)Nc2ccccc2-c2ccccc2)o1 | 0 | 2 | 12 | 1 | 2 | -5 | 0
1 | -3 | CCOc1ccc(C(CCc2ccccc2)NC(=O)c2ccccc2)cc1OCC (stereo not drawn) | 0 | 7 | 5 | 1 | 4 | -2 | 12

The list goes on; it opens with the 3 that closed the last part.
Runt-SMMHC FRET | thrombin 1536 | smiles | FXIa inh 1536 | Hck-Nef inh | 14-3-3 Bad inh | Runt-CBFb FRET | KLK5 inh | Wee1 degr inh | FXIIa inh
1 | -4 | Cn1cc(CC(=O)NCCCN2CCOCC2)c2ccccc21 | -1 | 5 | 2 | -3 | -3 | 2 | 8
1 | -3 | Cc1nc(C)c(C(=O)Nc2ccccc2-c2ccccc2)o1 | 0 | 2 | 12 | 1 | 2 | -5 | 0
1 | -3 | CCOc1ccc(C(CCc2ccccc2)NC(=O)c2ccccc2)cc1OCC (stereo not drawn) | 0 | 7 | 5 | 1 | 4 | -2 | 12
0 | -1 | O=C(Cn1c(=O)oc2cc(S(=O)(=O)N3CCCC3)ccc21)NCc1ccccn1 | -1 | -7 | 2 | 2 | 1 | 5 | 5
0 | 2 | O=C(NC(=S)Nc1ccc(Br)cn1)c1cccnc1 | -1 | 10 | 0 | 1 | -5 | -3 | 3
1 | -6 | Cc1ccc2cc(CCNC(=O)CC(C)(C)C)c(=O)[nH]c2c1C | -2 | -1 | 17 | 0 | -2 | 2 | 6
-1 | -11 | CSc1ccccc1NC(=O)Nc1cccc(Cl)c1C | 1 | 19 | 2 | 1 | -16 | 5 | 10
6 | 3 | O=C(CSc1nnc(-c2ccc(Br)o2)n1Cc1ccccc1)c1ccccc1F | 19 | 1 | -2 | 1 | -9 | -2 | 24
1 | 4 | Cc1nc(C(=O)NCCC(C)C)sc1C1(C)CC(c2cccc([N+](=O)[O-])c2)=NO1 (stereo not drawn) | 3 | 16 | 2 | -1 | 2 | x | 9
-10 | 6 | CCCCC(=O)Nc1ccnc(-c2cccnc2)n1 | 1 | 2 | -2 | -2 | 0 | 1 | 8
3 | -3 | Cc1ccc(NC(=O)c2ccc(CSc3nnc(-c4ccncc4)n3C)cc2)cc1 | -7 | -1 | -8 | -1 | 12 | -2 | 0
-5 | 0 | COc1cccc(-n2c(Cc3cc(=O)[nH]c(=O)[nH]3)nnc2SCC(=O)NC2CCCCC2)c1 | 3 | 6 | 0 | 0 | -1 | 0 | 15
4 | -7 | COc1ccc2c(COC(=O)CC3Sc4ccccc4NC3=O)cc(=O)oc2c1 (stereo not drawn) | 5 | 3 | 5 | -1 | -8 | 11* | 10
0 | 0 | CCOC(=O)CSc1nnc(-c2ccco2)n1-c1ccccc1 | 2 | 3 | -8 | 2 | -7 | -1 | 11
-1 | 15 | CC(C)(C)c1cc2cccnc2n1Cc1cccc(Cl)c1 | -7 | 1 | -9 | -2 | -16 | 0 | -1
2 | 0 | COC(=O)c1sccc1NC(=O)c1ccc(C)s1 | -8 | 6 | -5[fluorescence artefact?] | -3 | 2 | 5 | 3
-5 | 0 | CCN(CC)C(=O)c1cc2c(=O)c3cc(F)ccc3oc2nc1C | -5 | -6 | -4 | 0 | -13 | 2 | 1
-44 | 1 | N#Cc1sc2nc(-c3cccs3)cc(-c3ccc(Cl)cc3)c2c1N | -18 | 0 | -5 | 0 | 12 | -3 | 7
9 | -3 | Cc1ccc2[nH]c(=O)c(CN(Cc3cccs3)C(=S)NCc3ccco3)cc2c1 | 0 | 2 | -19 | 15 | -7 | 0 | 8
-11 | 5 | COc1ccc(NC(=S)N2CCC(C(=O)N3CCCCCC3)CC2)cc1 | 3 | 0 | -5 | 1 | 15 | 2 | 18
0 | 0 | COC(=O)C1CCN(S(=O)(=O)Cc2ccccc2)CC1 | -1 | 1 | 10[fluorescence artefact?] | 4 | -24 | -2 | 11
-2 | -14 | Cc1cccc(-n2nnc(C(=O)NCc3ccccc3Cl)c2N)c1 | -3 | 17 | -9 | 1 | 2 | -1 | 5
2 | -6 | O=C(COC(=O)/C=C/c1ccc(Cl)cc1Cl)NCc1ccco1 | -4 | 24 | -13 | 0 | -7 | 9.7* | 4
-5 | 3 | COc1ccc(NC(=O)CCN2C(=O)C3C4CCC(C4)C3C2=O)cc1 (stereo not drawn) | -8 | 0 | 21 | -2 | 3 | 12* | -5
2 | 4 | COC(=O)C1=C(C)NC(C)=C(C(=O)OC)C1c1ccc(OC(=O)c2oc3ccccc3c2C)c(OC)c1 | 5 | -20 | -3[fluorescence artefact?] | -2 | -1 | 3 | 9
2 | -3 | O=C(NCCCN1CCOCC1)C(=O)NCC1CCCO1 (stereo not drawn) | 0 | 1 | -8[fluorescence artefact?] | 1 | -23 | 2 | 8
-8 | 5 | O=c1cc(CSc2nnc(-c3cccnc3)n2-c2ccccc2F)nc2sccn12 | 16 | 1 | -1 | -2 | -7 | 0 | 30
-2 | -3 | O=C(COC(=O)c1ccc(Cl)nc1)NCc1cccs1 | -8 | 14 | -1 | 0 | 2 | -1 | -3
-1 | -3 | Cc1oc(-c2ccc(Cl)cc2)cc1C(=O)/C(C#N)=C/Nc1ccccc1 | 0 | -11 | -8 | 6 | -3 | -2 | 4
-1 | -1 | Cc1cc2c(n1-c1ccc(Cl)cc1)CC(C)(C)CC2=O | 2 | -2 | 6 | 0 | -6 | 1 | 12
1 | -9 | COC(=O)Cn1c(O)c(N=NC(=O)c2ccc3c(c2)OCO3)c2ccccc21 | -5 | 18 | -12 | -2 | -3 | -1 | 2
-3 | -9 | Cc1ccc(/C=N/NC(=O)CN2CCN(Cc3ccccc3)CC2)o1 | -1 | 13 | -10 | 1 | -4 | 4 | 5
-1 | 0 | Cc1ccc(OCc2nnc(SCc3cc(=O)[nH]c4ccccc34)n2-c2ccccc2)cc1 | 6 | 2 | 3[fluorescence artefact?] | -3 | -21 | -1 | 10
5 | -6 | Cc1ccc2cccc(Oc3ncnc4scc(-c5ccc(Cl)cc5)c34)c2n1 | -7 | -2 | 13[fluorescence artefact?] | -2 | 30 | 0 | 0
6 | -10 | O=C(CN1C(=O)C2C3C=CC(C3)C2C1=O)Nc1cccc(S(=O)(=O)N2CCCC2)c1 (stereo not drawn) | 7 | 7 | -1 | 0 | -11 | 0 | 10
4 | -1 | Cc1ccccc1NC(=O)Cc1nnc(SCC(=O)N2CCN(c3ccccc3)CC2)n1C | 2 | -2 | -10[fluorescence artefact?] | -1 | -12 | -1 | 0
-1 | -2 | COc1ccc(OC)c2[nH]c(=O)c(CCNC(=O)c3ccc(S(=O)(=O)N4CCCC4)cc3)cc12 | -5 | 0 | 2 | -4 | -1 | -1 | 1
1 | -3 | CCOC(=O)Cn1c(=O)oc2cc(S(=O)(=O)Nc3ccc(F)cc3)ccc21 | 7 | 4 | 1 | 5 | -8 | -1 | 9
-1 | -2 | Cc1ccc(-c2[nH]ncc2/C=N/n2c(C)nc3ccccc3c2=O)cc1 | -1 | 60* | 21 | -2 | -3 | 2 | 2
-14 | 3 | Oc1ccc2ccccc2c1C=Nc1cc(C(F)(F)F)ccc1N1CCCC1 | 9 | -1 | -4 | 2 | 6 | 2 | 5
12 | 2 | Nn1c(C2COc3ccccc3O2)n[nH]c1=S (stereo not drawn) | 4 | -4 | 0 | 29 | 1 | 1 | 12
-4 | 1 | N#Cc1ccc(NC(=O)Nc2ccc(Oc3ccc(NC(=O)Nc4ccc(C#N)cc4)cc3)cc2)cc1 | 3 | 40 | -12 | -2 | 2 | 6 | 13
-2 | -10 | Cc1n[nH]c(=O)nc1N1CCN(c2ccccc2)CC1 | 22 | 4 | -3[fluorescence artefact?] | 2 | -18 | 5 | 21

From PubChem
